# Assay outcomes deposited in PubChem BioAssay by National Center for Advancing Translational Sciences (NCATS).
# VP16 counter: inhibits Gal4-VP16 luciferase reporter, ROR gamma counter-screen | Drosophila S2 Gal4-VP16 UAS-luciferase, luminescence, 20 h | Potency, µM (top dose mostly 53.6 µM), for the others: at the top dose activity, negative = inhibition, hits mostly inhibitors | hit rate 3.5% among 310,000 | AID 2546;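 note: Gal4-VP16 expression switched on by copper sulfate through the metallothionein promoter; potency is the fitted concentration of half-maximal effect; % is set by controls: 0 for no effect and ±100 for the full control effect; nearly all actives have a fitted effect of over 50% in size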
# FLuc modulator: inhibits or activates purified firefly luciferase, miR-21 counter-screen; AID 588342; P08659; hit rate 6.9% among 360,000; Potency, µM (highest dose often 57.5 µM), for the others: top-dose activity change, negative = inhibition, most hits filed as inhibitors; purified FLuc, Km substrates, luminescence inhibition;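 note: potency is the fitted concentration of half-maximal effect; plate controls were vehicle for no effect and reference inhibitor for full effect; nearly all actives have a fitted effect of over 55% in size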
# Target sequence (P08659 whole entry, looked up): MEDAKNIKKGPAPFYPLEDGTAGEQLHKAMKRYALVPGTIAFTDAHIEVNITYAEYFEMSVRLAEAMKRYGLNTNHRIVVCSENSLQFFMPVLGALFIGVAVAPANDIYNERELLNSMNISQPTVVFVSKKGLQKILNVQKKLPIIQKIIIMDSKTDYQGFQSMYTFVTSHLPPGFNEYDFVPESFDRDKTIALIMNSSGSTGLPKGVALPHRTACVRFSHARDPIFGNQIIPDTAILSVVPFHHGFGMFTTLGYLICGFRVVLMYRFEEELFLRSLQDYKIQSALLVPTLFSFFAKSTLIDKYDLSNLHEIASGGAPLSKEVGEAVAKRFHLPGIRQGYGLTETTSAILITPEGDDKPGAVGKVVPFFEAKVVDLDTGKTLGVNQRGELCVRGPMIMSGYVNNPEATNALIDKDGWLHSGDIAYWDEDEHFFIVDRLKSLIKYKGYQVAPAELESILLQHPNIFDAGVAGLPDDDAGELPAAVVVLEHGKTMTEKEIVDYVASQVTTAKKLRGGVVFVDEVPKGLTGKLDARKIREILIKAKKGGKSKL
#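 Purified P. pyralis luciferase (10nM final) with 10uM D-luciferin and 10uM ATP (Km levels) in 50mM Tris acetate pH 7.5, 10mM Mg acetate, 0.01% Tween-20, 0.05% BSA; qHTS 6-point titration, ~60 µM downward; luminescence read.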
# uPA generation: inhibitors of cell surface uPA generation | cell surface uPA generation assay, qHTS | Potency, µM (series often up to 38.3 µM), for inactives: at the top dose activity change, negative = inhibition, actives largely listed as inhibitors | hit rate 0.31% among 330,000; active = well fitted inhibition curve with a large enough effect; inconclusive = small, poorly fitted or top-dose-only effect; inactive = no such curve, though single readings can be large or run the other way; tested in mouse RAW 264.7 cells; note: potency is the fitted concentration of half-maximal effect; % is set by controls: 0 for no effect and ±100 for the full control effect; nearly all actives have a fitted effect of over 55% in size
# Tb PFK block: inhibitors of T. brucei phosphofructokinase. O15648. T. brucei PFK, ADP-Glo luminescence. Potency, µM (series often up to 57.5 µM), for the others: top-dose activity, negative = inhibition, hits mostly inhibitors. hit rate 0.17% among 330,000. AID 485367;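 note: potency is the fitted concentration of half-maximal effect; 0% = uninhibited 1x PFK enzyme wells and -100% = no-enzyme wells; nearly all actives have a fitted effect of over 60% in size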
# Target sequence (O15648 whole entry, looked up): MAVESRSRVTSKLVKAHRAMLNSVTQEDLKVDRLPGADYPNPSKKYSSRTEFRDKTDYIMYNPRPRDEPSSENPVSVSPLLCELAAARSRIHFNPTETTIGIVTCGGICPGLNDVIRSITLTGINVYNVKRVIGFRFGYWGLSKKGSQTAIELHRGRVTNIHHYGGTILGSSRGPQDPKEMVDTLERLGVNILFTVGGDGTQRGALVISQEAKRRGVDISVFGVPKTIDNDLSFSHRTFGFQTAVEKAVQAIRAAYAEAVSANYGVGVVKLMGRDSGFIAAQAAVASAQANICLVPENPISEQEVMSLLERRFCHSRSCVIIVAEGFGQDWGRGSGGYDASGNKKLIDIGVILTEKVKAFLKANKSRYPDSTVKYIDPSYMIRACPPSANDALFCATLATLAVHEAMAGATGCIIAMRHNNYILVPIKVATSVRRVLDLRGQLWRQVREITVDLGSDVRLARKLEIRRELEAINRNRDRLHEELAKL
#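 Activity is normalized to no-enzyme wells (full inhibition) and 1.25 nM enzyme wells (no inhibition). Reaction: 0.5 mM F6P, 0.1 mM ATP, 45 min RT, ADP-Glo luminescence; concentration-response curves fitted and classed by quality.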
# Giardia kill: kills Giardia lamblia. Giardia lamblia trophozoite viability. activity change, % at 7.66 µM, hits read low. hit rate 0.15% among 340,000. AID 540267; in the data active = activity change below about -80%; inconclusive = between about -30% and that limit;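 note: parasites exposed to compound for two days anaerobically before the ATP read; % is set by controls: 0 for no effect and ±100 for the full control effect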
#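 Trophozoites 100 cells/well + cpd; 48 hrs, 37 deg C, anaerobic. ATPLite 1-Step added, 15-30 min RT, luminescence read (ATP-based viability).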
# NPC1 promoter act: NPC1 promoter activation. Potency, µM (titrated, usually from 9.22 µM), for inactives: at the top dose activation, actives largely listed as activators. Huh7 NPC1 promoter luciferase reporter, 24 h. AID 485313. hit rate 2.4% among 320,000;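 note: potency is the fitted concentration of half-maximal effect; % of control where 0% means no effect; nearly all actives have a fitted effect of over 60% in size; reporter is driven by a mutant NPC1 promoter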
#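 In 1536-well qHTS, Huh7 cells harboring an NPC1 promoter–luciferase construct received compound for 24 h; activation was quantified by luminescence following luciferase reagent addition.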
# RORgamma inh: blocks mouse ROR gamma transcriptional activity; hit rate 5.4% among 310,000; Potency, µM (titrated, usually from 53.6 µM), inactives show at the highest dose activity change, negative = inhibition, most hits filed as inhibitors; Drosophila S2 Gal4-RORgamma UAS-luciferase reporter, 20 h; note: potency is the fitted concentration of half-maximal effect; % is set by controls: 0 for no effect and ±100 for the full control effect; nearly all actives have a fitted effect of over 60% in size
#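 Compounds are pin-transferred onto Drosophila Schneider cells expressing a copper-inducible Gal4–ROR gamma transactivation domain fusion. After 1 hr, copper sulfate is added to 700 uM final; luciferase is read 20 hr later.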
# Rab9 prom act: Rab9 promoter activation; Huh7 Rab9 promoter-luciferase reporter, luminescence, 24 h; Potency, µM (highest dose often 9.22 µM), for the others: at the top dose activation, negative = inhibition, hits mostly activators; hit rate 2.8% among 320,000; AID 485297; note: potency is the fitted concentration of half-maximal effect; % of control where 0% means no effect; nearly all actives have a fitted effect of over 60% in size
#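 Cells were plated at 1500 per well in reduced-serum medium with 10% FBS and left 2 h. Compound in DMSO was then added for 24 h at 37 °C. Reporter signal was read by luminescence after 10 min with luciferase detection reagent.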
# KCNH2 3.1 inh: inhibitors of human KCNH2 3.1 potassium channel isoform | U2OS KCNH2 3.1, thallium flux FluxOr; active compounds read low | activity change, % (tested at about 1.8 µM) | hit rate 0.95% among 340,000 | AID 720553;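 active = maximum activity change below -70%; inconclusive = maximum activity change from -70% to -50%; inactive = maximum activity change above -50%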;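 note: thallium influx rate constant from kinetic fluorescence after stimulation buffer; % is set by controls: 0 for no effect and ±100 for the full control effect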
#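 U2OS cells transduced with KCNH2 3.1 mutant virus (1.77 x 10^8 /mL, 4 h), plated overnight at 37 C, loaded 45 min with FluxOr dye plus Red40 quencher. Thallium flux rate constant from kinetic reads after stimulation buffer, normalised to controls.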
# Coupling enz: counter-screen for Giardia aldolase inhibitors: coupling enzyme system; AID 2472; hit rate 0.67% among 290,000; activity change, negative = inhibition, % at 58.2 µM, hits read low; coupling enzyme system counterscreen, AmpLite Red fluorescence; in the data active = activity change below about -30%; note: % is set by controls: 0 for no effect and ±100 for the full control effect
#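 First, compound is pin-transferred into glyceraldehyde-3-phosphate coupling-enzyme reagent at 57.5 uM final and held 10 min at RT. Next, substrate, coupling system and AmpLite Red are added. After 20 min RT, fluorescence (525/598 nm) is read.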
# ELG1 genotoxic: genotoxicity induction in ELG1-luciferase HEK293T cells. HEK293T ELG1-luciferase reporter, luminescence, 16 h. AID 504466. hit rate 1.3% among 330,000. Potency, µM (top dose mostly 46 µM), inactives show at the highest dose activity change, positive = activation, most hits filed as activators; note: potency is the fitted concentration of half-maximal effect; % of control where 0% means no effect; nearly all actives have a fitted effect of over 60% in size
#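 DMSO vehicle served as control against compound-treated ELG1-luciferase HEK293T cells; exposure lasted 16 hr at 37 °C and 5% CO2, followed by ONE-Glo luminescence detection after 30 min.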
# Starred values were filed as active, the others as inactive; ? = inconclusive; . = no result given; & = joins results of further samples; [ ] = dose if it differs, or a comment. Unless noted, calls come from the whole dose curve; as a rule, active = well fitted curve in the direction sought with a large enough effect; inconclusive = small, poorly fitted or top-dose-only effect, or another doubt; inactive = no such curve, though single readings can be large; an effect the other way counts as inactive or inconclusive.
SMILES,VP16 counter,FLuc modulator,uPA generation,Tb PFK block,Giardia kill,NPC1 promoter act,RORgamma inh,Rab9 prom act,KCNH2 3.1 inh,Coupling enz,ELG1 genotoxic
c1ccc(-n2cnc3cc(NCc4ccccn4)ccc32)cc1,13.1%,15.1µM*,-20.8%,-1.4%,-3.3,?,?,?,8.7,-7.8,?
O=C1C(=C2SCCCS2)CC/C1=C\c1ccc(F)cc1,3.55µM*,0.0675µM*,-1.3%,-2.9%,?,?,4.47µM*,?,-2.9,-1.2,?
Cc1nnc2ccc(N3CCN(C(=O)c4ccccc4)CC3)nn12,2.0%,6.1%,2.8%,-5.9%,-4.8,0.3%,-32.6%,-1.3%,1.0,2.0,4.1%
O=C(Oc1ccc(N(Cc2cccs2)C2=NS(=O)(=O)c3ccccc32)cc1)c1ccccc1Cl,2.1%,6.7%,10.3%,-0.1%,12.3,-5.5%,6.3%,-7.8%,14.4,1.0,-4.7%
CC(C)Cn1c(SCC(=O)N2CCN(C(=O)c3ccco3)CC2)nc2ccccc2c1=O,7.5%,-6.0%,14.1%,3.0%,-1.7,-3.6%,24.0%,-4.5%,3.0,4.1,-0.1%
COc1ccc(C2=NO[C@@H]3C(=O)N(C4CCCCC4)C(=O)[C@H]23)cc1OC,-19.5%,2.8%,0.1%,-4.1%,6.8,1.0%,-13.4%,0.5%,13.6,1.2,2.4%
O=C(Nc1ccccc1)N1CCCN(c2nccc(C(F)(F)F)n2)CC1,-1.7%,-2.4%,4.4%,4.7%,7.0,-1.9%,11.3%,-4.3%,0.9,1.1,-3.6%
Cn1c(C(=O)NC2CC2)cc2c(=O)n(C)c3ccccc3c21,10.2%,-10.8%,-17.1%,0.5%,14.3,2.1%,22.9%,2.0%,4.1,-1.2,-0.5%
CCCn1cc(S(=O)(=O)c2ccc(Cl)cc2)c(=O)c2cc(OC)ccc21,4.5%,-0.3%,1.1%,-1.9%,4.4,3.0%,21.5%,0.1%,-1.4,.,-1.5%
O=C(N/N=C(/CC(=O)c1cccs1)C(F)(F)F)c1ccc(O)cc1,?,-2.5%,2.8%,-4.0%,3.2,-2.9%,17.8µM*,-1.9%,6.0,2.1,-3.9%
COc1ccc2c3c([nH]c2c1)C1(NCC3)C(=O)Nc2ccccc21 (stereo not given),3.9%,-1.7%,0.4%,-0.1%,-14.8,-1.8%,4.3%,0.9%,1.3,2.7,-2.9%
CCC(CC)NC(=O)CN(c1ccccc1OC)S(=O)(=O)c1cccs1,6.2%,0.0%,?,-15.6%,-13.2,0.1%,-17.9%,1.8%,13.2,1.1,-1.9%
Cc1nn(C(C)C(=O)NC2CC2)c(=O)c2nn(-c3ccccc3)c(C)c12 (stereo not given),-22.5%,3.3%,0.1%,-5.1%,-11.9,-0.5%,-12.9%,-5.6%,8.5,.,1.5%
COc1ccc(C(=O)c2oc3ccc(OC)cc3c2NC(C)=O)cc1,-6.1%,-1.6%,0.1%,2.1%,-10.5,-0.6%,10.0%,1.4%,14.1,0.7,4.2%
COC(=O)c1ccc(C(=O)OC)c(NC(=O)COC(=O)C2CC2C)c1 (stereo not given),-0.7%,2.4%,1.2%,1.7%,-3.8,2.2%,-28.8%,-1.1%,-8.9,3.2,-4.3%
COc1cc(C)c(Cc2cnc(N)nc2N)cc1OC,-8.8%&1.2%,-2.4%,.,1.3%,.,-4.6%,2.0%&5.2%,-0.8%,.,1.6,.
Cc1ccn2c(=O)nc(SCC(=O)N3CCCc4ccccc43)nc2c1,.,-2.7%,-0.6%,-0.1%,3.7,-0.1%,.,-2.0%,16.6,.,0.1%
Cn1ccc(C(=O)NC(=S)N2CCSCC2)n1,-10.2%,-3.6%,-0.1%,4.2%,-10.9,-2.6%,11.2µM*,-6.9%,7.1,4.4,6.4%
O=C(c1cc(COc2c(F)cccc2F)on1)N1C[C@H]2CC[C@H]1C2,0.8%,12µM*,-0.9%,-3.2%,9.4,3.16µM*,38.6%,1.58µM*,-1.3,.,11.6µM*
CC1(NC(=O)Nc2cccc(Br)c2)CCS(=O)(=O)C1 (stereo not given),.,.,0.9%,1.4%,8.3,.,.,.,7.2,.,1.9%
N#CC(c1ccccn1)c1ncc(C(F)(F)F)cc1Cl (stereo not given),-18.3%,1.2%,0.3%,2.8%,-26.3,0.7%,-0.8%,1.3%,-6.1,1.2,0.0%
CC(C)C(=O)N1CCN(c2ccc(NC(=S)NC(=O)c3cc4ccccc4o3)cc2)CC1,?,-11.1%,-5.2%,-6.0%,7.1,?,5.01µM*,?,.,.,5.1%
COCCCN(CCCN)Cc1ccco1,-12.6%,1.2%,7.3%,14.4%,16.5,-2.2%,7.1%,-1.7%,7.1,-0.6,0.0%
O=C(NCc1cccc(CNC(=O)Nc2cccc(O)c2)c1)Nc1cccc(O)c1,-0.7%,-18.1%,-22.5%,-0.1%,12.6,-2.5%,0.9%,-3.4%[1.84 µM],17.1,-8.4,-3.5%
O=C(C[C@H]1C[C@H](C(=O)N2CCCCC2)[C@@]2(CCc3ccccc3)c3[nH]c4ccc(Cl)cc4c3CCN2C1=O)NCCc1ccccn1,.,.,-21.1%,-2.2%,15.7,.,.,.,-7.1,.,-11.0%
CC(=O)c1cc(C#N)c(SCc2ccc(F)cc2)nc1C,16.9%,-3.2%,3.6%,0.7%,17.6,11.0%,-9.5%,0.1%,-15.4,3.2,?
CCc1noc(C)c1C(=O)N(C)CC(=O)Nc1ccc(F)c(F)c1F,.,2.8%,3.0%,-1.2%,0.1,4.1%,.,0.4%,-9.0,.,-3.6%
COc1cc(OC)cc(C(=O)N[C@H](C(=O)Nc2nc3ccccc3[nH]2)C(C)C)c1,?,2.2%,-10.5%,-1.3%,8.1,-19.2%,?,-39.9%[inhibitor],-6.9,0.2,?
O=C(COC(=O)c1ccccc1Nc1ccccc1)Nc1ccccc1,?,0.1%,3.9%,-4.7%,-6.2,-0.1%,-29.1%,-1.8%,12.2,-1.3,2.2%
CC(=O)c1nnn(-c2ccc(F)cc2F)c1C,0.0%,-0.3%,2.4%,2.6%,-17.5,-1.2%,-0.2%,3.4%,7.8,-0.2,-0.4%
Cc1cccc(NC(=O)COc2coc(CN3CCN(c4ccccc4)CC3)cc2=O)c1C,.,4.1%,-2.3%,0.0%,5.7,-7.3%,.,-22.7%,-12.1,.,-1.1%
COc1ccc(/C=N/Nc2nc(-c3ccc(C)cc3)c(C#N)c(=O)[nH]2)cc1,?,2.1%,2.9%,0.3%,-9.4,-2.1%,20.4%[1.91 µM],4.1%,-6.3,-0.1,8.2%
COc1ccc(-n2c(SCC(=O)N3CCCC(C)C3)nnc2-c2cccnc2)cc1 (stereo not given),-5.1%,-0.5%,-2.9%,-1.1%,2.3,-1.7%,3.2%,2.6%,17.1,-1.4,0.4%
O=C(COC(=O)CNS(=O)(=O)c1ccc2ccccc2c1)Nc1ccc2c(c1)OCO2,0.9%,0.5%,-5.5%,7.0%,1.4,-1.6%,15.9%,-7.1%,5.9,-0.7,3.1%
CCCCNCc1cc(OCC)c(OCC(N)=O)cc1Br,-0.3%,6.6%,-4.6%,3.6%,7.4,-1.1%,-6.5%,-6.1%,14.5,-1.6,1.2%
O=[N+]([O-])c1ccccc1NC1CCN(Cc2ccccc2)CC1,2.8%,-3.3%,0.7%,0.8%,-15.4,-0.6%,4.7%,1.0%,?,0.5,-3.7%
COc1ccc(NC(=O)/C(C#N)=C\C=C\c2ccco2)cc1,?,-7.8%,-10.9%,0.0%,-20.7,-13.3%,-33.6%,-8.5%,3.1,-3.7,-0.6%
COc1ccccc1NC(=O)CN1CC(=O)Nc2ccccc21,7.7%,0.5%,2.7%,-2.0%,-13.2,-4.3%,0.6%,-1.5%,-32.2,-2.4,3.9%
CCC(N1CCOC1=O)S(=O)(=O)c1ccc(C)cc1 (stereo not given),2.7%,-1.0%,3.8%,0.0%,?,0.0%,-15.7%,-3.1%,-6.1,0.5,-0.3%
CCOC(=O)c1ccc(N2C(=O)CC(N3CCN(C/C=C/c4ccccc4)CC3)C2=O)cc1 (stereo not given),15.0%,1.4%,-0.8%,11.7%,-6.5,-1.2%,-1.1%,5.1%,-101.1*,-0.5,1.6%
CCOC(=O)c1c(C)[nH]c(C(=O)C(C)OC(=O)c2cnc(C)cn2)c1C (stereo not given),.,.,0.0%,-7.1%,6.4,0.9%,.,10.7%,-7.6,.,4.7%
